# p53ts 39C kill – qHTS Screen for Compounds that Selectively Target Cancer Cells with p53 Mutations: Cytotoxicity of p53ts Cells at the Nonpermissive Temperature; H1299-p53A138V viability at 39C, ATP luminescence, 24 h; Potency, µM (highest dose often 46.1 µM), for inactives: at the highest dose activity change, negative = cell killing, hits mostly cytotoxic; 1.5% of 130,000 active; further: nearly all actives have a fitted effect of over 55% in size
# p53ts 32C tox – qHTS Screen for Compounds that Selectively Target Cancer Cells with p53 Mutations: Cytotoxicity of p53ts Cells at the Permissive Temperature; H1299-p53A138V at 32C, ATP luminescence viability, 24 h; Potency, µM (series often up to 46.1 µM), for the others: at the highest dose activity change, negative = cytotoxicity, hits mostly cytotoxic; 0.93% of 130,000 active;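 further: 0% = DMSO and -100% = full killing by reference compound; nearly all actives have a fitted effect of over 55% in size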
#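 H1299-p53 A138V cells (temperature-sensitive p53) exposed 24 h to up to 46 uM compound at 32C, where p53 is wild-type in conformation. Viability read as ATP luminescence and normalised to DMSO and 100 uM tamoxifen. AC50 fitted with the Hill equation.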
# Imprint erasure – qHTS Assay for Compounds that Induce Erasure of Genomic Imprints. mouse ES Peg3-LacZ reporter, beta-gal luminescence, 40 h. Potency, µM (top dose mostly 60.7 µM), for inactives: top-dose activity change, positive = activation, hits mostly activators. 0.02% of 110,000 active. AID 1948, 2009;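 further: 0% = negative control wells on the plate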
#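 Each well holds 300 Peg3LacZ-Neo (maternal) female ES cells incubated 40 h at 37C, 5% CO2. LacZ is measured by BetaGlo luminescence, with AC50 and maximum efficacy derived from dose-response curves.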
# IkB sig inh – IkB Signaling | Potency, µM (top dose mostly 57.1 µM), for inactives: top-dose IkBa stabilization activation | 0.04% of 110,000 active | ABC-DLBCL IkBa-CBG/CBR dual luciferase ratio, 4 h; response scale: scaled: untreated 0%, proteasome inhibitor 100%; active means well fitted curve in the direction sought with a large enough effect in the signal ratio, not every such curve was filed as active; inconclusive means small, poorly fitted or top-dose-only effect, or a change in a side signal; the % refers to the signal ratio;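 further: the direction sought is a rising ratio; 0% = basal untreated cells and 100% = reference inhibitor full response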
#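 Luminescence ratio of IκBα-fused green versus native red beetle luciferase in OCI-Ly3 cells, 4 h post-doxycycline with compound; red signal alone, scaled from basal (0%) to zero light (-100%), flagged nonspecific or cytotoxic effects.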
# Starred values were filed as active, the others as inactive; ? = inconclusive; . = not tested or not shown; [ ] = dose if it differs, or a comment. Unless noted, the call rests on the fitted dose curve; in most records, active means well fitted curve in the direction sought with a large enough effect; inconclusive means small, poorly fitted or top-dose-only effect, or another doubt; inactive means no such curve, though single readings can be large; an effect the other way counts as inactive or inconclusive. Unless noted, on the % scale 0 is the no-effect control and ±100 the full control effect; potency means the concentration at half of the fitted maximal effect.
item | SMILES | p53ts 39C kill | p53ts 32C tox
1 | COC(=O)c1ccc(Nc2ncnc3c2cnn3C)cc1 | -10.9% | ?
2 | CN1CCc2c(sc(NC(=O)CSc3ccc(F)cc3)c2-c2nc3ccccc3s2)C1 | -11.8% | 5.7%
3 | CCOC(=O)N1CCc2c(sc3c2c(=O)n(-c2ccc(Cl)cc2)c(=O)n3Cc2cccc(C)c2)C1 | 10.8% | -3.4%
4 | CCOC(=O)N1CCN(C(=O)CN(c2cccc(C)c2)S(=O)(=O)c2ccccc2)CC1 | -0.6% | -4.6%
5 | O=C(O)c1cc(C(F)(F)F)nc2ccccc12 | 16.1% | -0.3%
6 | COc1ccc(OC)c(CNC(=O)c2cc3ccc4cccnc4c3[nH]2)c1 | -10.7% | 30.0%
7 | Cc1ccc(S(=O)(=O)N2CCCCC2C(=O)NCc2ccco2)cc1 (stereo not drawn) | -9.6% | -4.7%
8 | COc1cccc(-n2nnc3c(=O)n(CC(=O)N4CCC(Cc5ccccc5)CC4)cnc32)c1 | 4.8% | 7.1%

item | Imprint erasure | IkB sig inh
1 | -10.8%[10.9 µM] | -3.0%
2 | ? | 0.6%
3 | -8.9%[10.9 µM] | 2.1%
4 | 10.1% | 0.8%
5 | -11.3% | .
6 | -10.5%[10.9 µM] | -3.4%
7 | -6.6% | 8.4%
8 | -23.2% | 2.9%

# (list continues)
item | SMILES | p53ts 39C kill | p53ts 32C tox
9 | CN(C)c1cccc2c(S(=O)(=O)Nc3ccccn3)cccc12 | -3.9% | -1.0%
10 | O=C(O)C1Cc2c([nH]c3ccccc23)C(c2ccc3c(c2)OCO3)N1 (stereo not drawn) | -4.9% | -6.5%
11 | COC(=O)c1ccccc1NC(=O)Cn1c(=O)n(-c2ccc(C)cc2)c(=O)c2ccccc21 | -15.5% | 9.8%
12 | COc1ccccc1-c1nnc(SCC(=O)OC(C)C)o1 | 3.6% | -7.5%
13 | CC(=O)CC1OC(=O)C(Br)=C1NCc1ccccc1 (stereo not drawn) | 5.1% | -8.7%
14 | CCN(CCCNC(=O)C1CCCN(S(=O)(=O)CC)C1)c1cccc(C)c1 (stereo not drawn) | 1.3% | 8.5%
15 | CCOc1ccc(NC(=O)CSc2nccn2Cc2ccco2)cc1 | -15.9% | 0.9%
16 | CC(C)OC(=O)c1cccc(NC(=O)c2ccccc2)c1 | -20.8% | -27.4%

item | Imprint erasure | IkB sig inh
9 | -11.2% | 1.3%
10 | -4.0% | 3.3%
11 | -23.1%[10.9 µM] | 7.5%
12 | -11.5% | -11.9%
13 | -32.0%[inhibitor] | ?
14 | -27.9% | 0.5%
15 | 15.7%[10.9 µM] | 0.0%
16 | . | .

# Structures shown so far that contain a furan ring, fused or not (two):
item | SMILES | p53ts 39C kill | p53ts 32C tox
7 | Cc1ccc(S(=O)(=O)N2CCCCC2C(=O)NCc2ccco2)cc1 (stereo not drawn) | -9.6% | -4.7%
15 | CCOc1ccc(NC(=O)CSc2nccn2Cc2ccco2)cc1 | -15.9% | 0.9%

item | Imprint erasure | IkB sig inh
7 | -6.6% | 8.4%
15 | 15.7%[10.9 µM] | 0.0%

# New compounds follow.
item | SMILES | p53ts 39C kill | p53ts 32C tox
17 | CCCn1c(NC(=O)c2ccco2)nc2ccccc21 | -5.8% | -0.1%
18 | CN(C)c1nc(N(C)C)nc(N(C#N)CCOc2ccccc2)n1 | 1.5% | 5.1%
19 | O=S(=O)(c1ccc(OC(F)(F)F)cc1)N1CCC(c2nnnn2-c2ccc(F)cc2)CC1 | -12.7% | 9.7%
20 | CCOC(=O)c1c(-c2ccccc2)oc2ccc(N(C(C)=O)S(=O)(=O)c3cc(C)ccc3C)cc12 | 9.9% | 10.7%
21 | Cc1ccc(-n2ncc(C(=O)Nc3c(Cl)cccc3Cl)c2C2CCNCC2)cc1 | 3.3% | -7.6%
22 | COc1ccc(S(=O)(=O)N2CCC(C(=O)Nc3ccccc3C)CC2)c2cccnc12 | 21.2% | 4.2%
23 | CCn1cc(C(=O)OCc2cccc(Br)c2)c(=O)c2ccc(C)nc21 | -6.1% | 5.4%
24 | O=S(=O)(NC1CC1)c1cccc(S(=O)(=O)N2CCCC2)c1 | 7.0% | -0.6%

item | Imprint erasure | IkB sig inh
17 | . | .
18 | . | .
19 | 3.3%[10.9 µM] | 1.2%
20 | -6.1%[10.9 µM] | ?
21 | 18.0%[10.9 µM] | 12.0%
22 | -20.6% | 0.0%
23 | -22.4% | -3.2%
24 | -1.8% | -0.7%

# Further results follow.
item | SMILES | p53ts 39C kill | p53ts 32C tox
25 | CCOC(=O)N1CCN(S(=O)(=O)c2cc(Br)cc3c2N(C(=O)C2CC2)CC3)CC1 | 4.0% | -11.4%
26 | CCOc1ccc(CNCc2c(C(=O)O)n(Cc3ccc(OC)cc3)c3ccccc23)cc1 | -14.5% | -17.2%
27 | CC(=O)Nc1cccc(NC(=O)CSc2nnc(Cc3cccn3C)n2CCc2ccccc2)c1 | -6.2% | -3.9%
28 | COc1ccc(-n2c(C)c(C(C)=O)c(C(C)=O)c2C)cc1OC | -3.2% | -5.7%
29 | COc1cccc(CNCC(=O)N2C(C)CCCC2C)c1 (stereo not drawn) | -15.1% | -7.8%
30 | COCCn1c(=O)c(-c2cccs2)nc2cnc(Oc3cccc(Cl)c3)nc21 | 2.2% | 4.3%
31 | COc1ccc(S(=O)(=O)NCC(c2ccco2)S(=O)(=O)c2cccs2)cc1C (stereo not drawn) | -18.8% | 14.2%
32 | CN(C)S(=O)(=O)N(CC(=O)Nc1ccccc1C(F)(F)F)c1ccccc1 | 1.1% | 11.5%

item | Imprint erasure | IkB sig inh
25 | -7.6% | -0.3%
26 | -11.6%[10.9 µM] | ?
27 | -4.8% | 1.1%
28 | -3.0% | 1.5%
29 | -20.5% | 1.9%
30 | . | 2.3%[11.4 µM]
31 | -3.8%[10.9 µM] | -1.0%
32 | -13.3% | -2.5%

# The list goes on:
item | SMILES | p53ts 39C kill | p53ts 32C tox
33 | CC(C)(C)C1CCC(OC(=O)c2ccncc2)CC1 (stereo not drawn) | -3.4% | -0.4%
34 | CC(=NCc1ccco1)c1c(O)n(C2CCCCC2)c(=O)[nH]c1=O | 7.6% | 9.0%
35 | CC(C)(C)OC(=O)N1CCC(c2c(C(=O)NCc3ccccn3)cnn2-c2ccc(F)cc2)CC1 | 9.4% | 7.6%
36 | Cn1nc(C(=O)NCC2CCCO2)c2ccccc2c1=O (stereo not drawn) | 3.8% | 5.0%
37 | Cc1ccc(CNC(=O)C(=O)NCC(c2ccco2)S(=O)(=O)c2cccs2)cc1 (stereo not drawn) | -1.0% | -22.1%
38 | COc1cc(CC(=O)Nc2sccc2C(N)=O)cc(OC)c1OC | -14.9% | -5.6%
39 | O=C(CCC(=O)N(CC(=O)NC1CCCCC1)c1ccc2c(c1)OCO2)Nc1ccccn1 | 9.4% | 13.3%
40 | CCOC(=O)c1c(NC(=O)Cc2cccs2)sc2c1CCCC2 | -11.5% | 7.7%

item | Imprint erasure | IkB sig inh
33 | 0.5% | -0.3%
34 | -9.7% | -2.7%
35 | 12.1%[10.9 µM] | 0.1%
36 | -2.5% | -3.7%
37 | -1.0%[10.9 µM] | -1.7%
38 | -13.7% | -2.2%
39 | 3.5% | 0.2%
40 | 0.3% | 2.2%

# Remaining list, next part
item | SMILES | p53ts 39C kill | p53ts 32C tox
41 | COc1ccc(N(CC(=O)NCc2ccco2)S(C)(=O)=O)cc1 | -12.8% | -1.5%
42 | CN(C)c1ncc2ncc(=O)n(CCC#N)c2n1 | 9.6% | -0.7%
43 | Cc1cc(N2CCOCC2)nc(NCc2ccccc2)n1 | 26.4% | 28.1%
44 | O=C(O)Cc1ccc(-c2ccccc2)cc1 | -4.3%[20.6 µM] | 5.1%[20.6 µM]
45 | COc1cccc(/C=C/c2nc(C#N)c(N3CCCCCC3)o2)c1 | -11.9% | 0.6%
46 | COc1cccc(Nc2nc(N)nc(C(F)(F)F)n2)c1 | -5.8% | 3.4%
47 | Cc1cccc(N2C(=O)CC(N3CCOCC3)C2=O)c1 (stereo not drawn) | -0.3% | -5.6%
48 | CC(C)c1ccc2oc(=O)cc(CN3CCN(c4ccccc4)CC3)c2c1 | 41.0%[activator] | 3.3%

item | Imprint erasure | IkB sig inh
41 | 2.7% | 0.1%
42 | . | 1.1%[11.4 µM]
43 | -14.8% | -1.4%
44 | -42.8%[16.8 µM] | 2.9%[25.6 µM]
45 | -10.8%[10.9 µM] | -1.5%
46 | -2.7% | -4.1%
47 | -1.5% | -1.2%
48 | -9.3% | 4.0%

# The results go on:
item | SMILES | p53ts 39C kill | p53ts 32C tox
49 | N=c1n(CCO)c2ccccc2n1CCOc1ccccc1 | -8.1% | -6.8%
50 | CCS(=O)(=O)c1ccc(NC(=O)c2ccccc2Cl)c(O)c1 | -1.4% | -3.4%
51 | O=C(c1cc2cc(Cl)cc(Cl)c2oc1=O)N1CCOCC1 | 2.2% | 2.3%
52 | CCCn1c(=O)c2ccccc2n2c(SCc3cc(=O)n4ccsc4n3)nnc12 | 7.4% | 11.1%
53 | COc1ccc2c(CNCc3ccc(C)o3)c(C(=O)O)n(Cc3ccccc3C)c2c1 | -4.0% | 4.3%
54 | CC(C)C(=O)Nc1cc(C(F)(F)F)ccc1N1CCOCC1 | -0.5% | 1.6%
55 | Cc1ccccc1NC(=O)C1CCCN1C(=O)NC1CCCCC1 (stereo not drawn) | 1.5% | 3.7%
56 | COc1ccc(-c2nc(C3CCCCC3)no2)cc1OC | -12.0% | -8.4%

item | Imprint erasure | IkB sig inh
49 | -12.0% | 0.2%
50 | 0.4% | -0.6%
51 | -2.4% | 1.0%
52 | -0.4% | -2.5%
53 | -10.3%[10.9 µM] | -0.9%
54 | -9.8% | -0.9%
55 | -7.2% | -0.9%
56 | 7.5% | 2.9%

# Continued:
item | SMILES | p53ts 39C kill | p53ts 32C tox
57 | O=C(c1cc2n(n1)C(C(F)(F)F)CC(c1ccco1)N2)N1CCN(c2ccccn2)CC1 (stereo not drawn) | -1.0% | -3.6%
58 | O=C(Nc1ccc(C(=O)N2CCCC2)cc1)c1ccccc1F | ? | ?
59 | COc1ccc(N(CC(=O)NCCSc2ccccn2)S(C)(=O)=O)cc1Cl | 6.9% | -3.6%
60 | CC(=O)c1cccc(NC(=O)c2ccco2)c1 | 13.4% | 4.2%
61 | COc1ccc(OCc2cccc(C(=O)N3CCCC3)c2)cc1 | ? | ?
62 | COc1ccc(CNC(=O)c2ccc(CSc3nc4ccncc4n3Cc3ccccc3F)cc2)cc1 | -16.5% | -1.8%
63 | Cc1cccc(NC(=O)CN2C(=O)CCc3ccccc32)c1C | -12.0% | 0.8%
64 | O=C(NCC(=O)N(Cc1ccccc1)C(C(=O)NC1CCCCC1)c1ccco1)c1ccco1 (stereo not drawn) | 17.9% | 8.1%
65 | COc1ccc(OC)c(NC(=O)C2CCN(S(=O)(=O)c3cccs3)CC2)c1 | -2.0% | 9.7%
66 | Cc1ccccc1-n1nnnc1SCC(N)=O | 4.5% | -2.9%
67 | CCOC(=O)C1=C(C)N=C2SC(C)C(=O)N2C1c1ccc(OC(C)=O)c(OCC)c1 (stereo not drawn) | 7.6% | 9.4%

item | Imprint erasure | IkB sig inh
57 | -5.4% | 5.9%
58 | -90.7%[inhibitor] | 0.3%
59 | 14.4% | -0.3%
60 | -16.1% | 0.8%
61 | -12.4% | 3.1%
62 | -14.5%[10.9 µM] | ?
63 | -15.2%[10.9 µM] | 1.3%
64 | . | .
65 | -5.4% | 0.1%
66 | -8.0% | -0.2%
67 | -20.7% | 0.9%

# Whole records as entered above.
# CCOC(=O)N1CCc2c(sc3c2c(=O)n(-c2ccc(Cl)cc2)c(=O)n3Cc2cccc(C)c2)C1 as listed: p53ts 39C kill = 10.8%; p53ts 32C tox = -3.4%; Imprint erasure = -8.9%[10.9 µM]; IkB sig inh = 2.1%
# O=S(=O)(NC1CC1)c1cccc(S(=O)(=O)N2CCCC2)c1 as listed: p53ts 39C kill = 7.0%; p53ts 32C tox = -0.6%; Imprint erasure = -1.8%; IkB sig inh = -0.7%

# Compound activity deposited in PubChem BioAssay by National Center for Advancing Translational Sciences (NCATS).
